BAZ2B inh = inhibitors of human BAZ2B bromodomain; Q9UIF8; AlphaScreen BAZ2B-H3K14Ac peptide displacement; Potency, µM (titrated, usually from 114 µM), without a hit: top-dose activity change, negative = inhibition, actives largely listed as inhibitors; 4.4% of 360,000 active; AID 504333; note: potency is the fitted concentration of half-maximal effect; % is set by controls: 0 for no effect and ±100 for the full control effect; nearly all actives have a fitted effect of over 60% in size
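BAZ2B 50 nM plus b-H3(5-23)K14Ac 50 nM, PBS pH 7.4/0.01% Tween-20, 30 min RT; compound added (max 110 uM), 30 min RT; streptavidin donor/Ni-chelate acceptor beads 10 ug/mL final, 20 min dark; AlphaScreen read.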
Pol eta inh = blocks human DNA polymerase eta activity. recombinant Pol eta, fluorescent DNA replication assay. Q9Y253. AID 588591. 1.2% of 390,000 active. Potency, µM (titrated, usually from 114 µM), for the others: at the top dose activity change, negative = inhibition, actives largely listed as inhibitors; note: potency is the fitted concentration of half-maximal effect; % is set by controls: 0 for no effect and ±100 for the full control effect
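Pol eta at 10 nM preincubated with compounds 15 min at room temperature; reaction started with fluorescent substrate (50 nM final) and read kinetically at 0 and 10 min.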
PI4K2A block = PI4K2A (human) kinase inhibition | activity change, negative = inhibition, % at 76.9 µM | AID 1346378 | Q9BTU6 | 0.13% of 420,000 active | purified PI4K2A, ADP-Glo luminescence, 1 h; stronger effect = lower value; in the data active = activity change below about -50%; inconclusive = mostly about -30% to -49%;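 note: -100% = wells without enzyme as full effect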
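In this quantitative HTS, ADP production by PI4K2A was quantified luminescently after 1 h at ambient temperature; 100 microM adenosine served as plate-quality control.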
Tb PGK inh = T. brucei PGK inhibition. 0.043% of 380,000 active. Potency, µM (titrated, usually from 57.5 µM), inactives show top-dose activity change, negative = inhibition, most hits filed as inhibitors. PGK/GAPDH coupled, Kinase-Glo luminescence, 60 min. P07378; note: potency is the fitted concentration of half-maximal effect; % is set by controls: 0 for no effect and ±100 for the full control effect; nearly all actives have a fitted effect of over 60% in size
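Luminescent ATP detection (Kinase-Glo Plus) follows a 60-minute room-temperature incubation, with wells lacking PGK as controls. Buffer: 100 mM TEA (pH 7.6), 5 mM MgCl2, 0.01% Tween-20. Coupling enzyme GAPDH (100 nM final) supplies unstable 1,3-BPG in-well.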
Pin1 inhibitor = blocks the human prolyl isomerase Pin1; Q13526; Pin1 FP peptide displacement, HiFluor488, 10 min; Potency, µM (titrated, usually from 115 µM), for the others: at the top dose activity, negative = inhibition, actives largely listed as inhibitors; 0.009% of 390,000 active; active = well fitted inhibition curve with a large enough effect in the polarisation, with a control signal flat, not every such curve was filed as active; inconclusive = small, poorly fitted or top-dose-only effect, or effect the other way, or a change in a side signal; inactive = no such curve, though single readings can be large or run the other way; the % refers to the polarisation; note: potency is the fitted concentration of half-maximal effect; % is set by controls: 0 for no effect and ±100 for the full control effect
Target sequence (Q13526 whole entry, looked up): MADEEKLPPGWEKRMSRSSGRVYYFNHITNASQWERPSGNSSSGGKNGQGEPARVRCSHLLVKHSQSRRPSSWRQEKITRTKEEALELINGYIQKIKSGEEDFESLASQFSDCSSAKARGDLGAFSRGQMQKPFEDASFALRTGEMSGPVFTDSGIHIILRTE
JMJD2A Tudor inh = JMJD2A Tudor domain (human) inhibition | O75164 | AlphaScreen JMJD2A-Tudor / H3K4me3 peptide binding | Potency, µM (top dose mostly 114 µM), for the others: at the highest dose activity change, negative = inhibition, hits mostly inhibitors | 4.4% of 390,000 active | AID 504339; note: potency is the fitted concentration of half-maximal effect; % is set by controls: 0 for no effect and ±100 for the full control effect; nearly all actives have a fitted effect of over 50% in size
G9a block = inhibitors of human histone lysine methyltransferase G9a. 8.8% of 350,000 active. AID 504332. G9a H3K9 monomethylation, AlphaScreen, 2 h. Q96KQ7. Potency, µM (series often up to 102 µM), without a hit: at the top dose activity, negative = inhibition, actives largely listed as inhibitors; note: potency is the fitted concentration of half-maximal effect; % is set by controls: 0 for no effect and ±100 for the full control effect; nearly all actives have a fitted effect of over 75% in size
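Compounds were preincubated with 20 nM G9a for 15 min, after which biotinylated H3K9 peptide (500 nM) and SAM (20 uM) started a 2 h room-temperature reaction. Monomethylated product was quantified by antibody-based AlphaScreen chemiluminescence.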
GLS inh = inhibitors of human glutaminase (GLS); 0.21% of 410,000 active; AID 624170; Potency, µM (top dose mostly 45.5 µM), without a hit: at the top dose activity change, negative = inhibition, actives largely listed as inhibitors; GLS enzymatic activity, qHTS titration; O94925; note: potency is the fitted concentration of half-maximal effect; % is set by controls: 0 for no effect and ±100 for the full control effect
Target sequence (O94925 whole entry, looked up): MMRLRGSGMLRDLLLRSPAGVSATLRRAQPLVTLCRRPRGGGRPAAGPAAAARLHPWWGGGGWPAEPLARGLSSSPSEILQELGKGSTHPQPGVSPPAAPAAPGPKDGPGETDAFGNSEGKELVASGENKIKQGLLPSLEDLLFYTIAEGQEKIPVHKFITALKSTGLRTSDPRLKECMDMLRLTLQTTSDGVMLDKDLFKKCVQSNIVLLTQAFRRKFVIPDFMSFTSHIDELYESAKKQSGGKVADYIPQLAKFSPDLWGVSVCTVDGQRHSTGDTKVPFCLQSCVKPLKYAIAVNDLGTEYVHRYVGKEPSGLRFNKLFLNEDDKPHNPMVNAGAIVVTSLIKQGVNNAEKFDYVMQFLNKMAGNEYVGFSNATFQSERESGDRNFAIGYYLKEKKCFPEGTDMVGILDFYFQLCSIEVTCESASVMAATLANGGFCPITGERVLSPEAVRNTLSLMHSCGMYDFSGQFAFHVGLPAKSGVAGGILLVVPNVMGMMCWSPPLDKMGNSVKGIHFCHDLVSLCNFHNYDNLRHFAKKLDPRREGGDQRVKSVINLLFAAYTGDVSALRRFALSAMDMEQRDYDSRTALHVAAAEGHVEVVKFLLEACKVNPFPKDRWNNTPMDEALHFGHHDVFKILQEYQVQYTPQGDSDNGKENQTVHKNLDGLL
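Two-point fluorescence kinetic (t0, 30 min RT) for hKGA; glutamate detected via glutamate oxidase–HRP–Amplex Red. Substrate: 1 mM L-glutamine solution; buffer 45 mM KH2PO4, pH 8.2.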
HP1b binding inh = inhibitors of HP1-beta chromodomain binding to methylated histone tails; AlphaScreen HP1-beta / biotin-H3K9me3 peptide binding; 0.56% of 390,000 active; Potency, µM (highest dose often 114 µM), inactives show at the highest dose activity change, negative = inhibition, actives largely listed as inhibitors; AID 540317; P83916; note: potency is the fitted concentration of half-maximal effect; nearly all actives have a fitted effect of over 70% in size; inactives centre near 23
Target sequence (P83916 whole entry, looked up): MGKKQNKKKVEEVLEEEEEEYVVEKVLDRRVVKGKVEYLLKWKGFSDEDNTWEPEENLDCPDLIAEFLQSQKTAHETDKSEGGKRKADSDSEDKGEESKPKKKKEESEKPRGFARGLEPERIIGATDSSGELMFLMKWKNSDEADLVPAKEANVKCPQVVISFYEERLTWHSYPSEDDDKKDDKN
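AlphaScreen: HP1-beta (50 nM) preformed 30 min with biotin-H3(1-18)K9me3 peptide (50 nM) in PBS pH 7.4, 0.01% Tween-20. Compound added for 30 min at RT, then streptavidin donor/nickel chelate acceptor beads (10 ug/mL) for 30 min.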
* hit, by the source's call; i = inactive; ? = inconclusive; nt = no result given; & = joins results of further samples; [ ] = another dose, or the depositor's remark. Unless noted, calls come from the whole dose curve; as a rule, active = well fitted curve in the direction sought with a large enough effect; inconclusive = small, poorly fitted or top-dose-only effect, or another doubt; inactive = no such curve, though single readings can be large; an effect the other way counts as inactive or inconclusive. Not all compounds are listed. The share of hits here may be higher or lower than overall.

SMILES	BAZ2B inh	Pol eta inh	PI4K2A block	Tb PGK inh	Pin1 inhibitor	JMJD2A Tudor inh	G9a block	GLS inh	HP1b binding inh
Cc1ccc(N2C(=O)c3n[nH]c(C)c3C2c2ccccc2Cl)cc1 (stereo not given)	nt	-9%	-6	6%	1%	-15%	-42%[59 µM]	14%	26%
c1cncc(CNc2ncnc3sc4c(c23)CCCC4)c1	-13%	-19%	-21	1%	6%	-5%	-2%[59 µM]	0%	16%
CC(C)(C)c1ccc(-c2nnc(-c3ccccc3NC(=O)c3cccc(C(F)(F)F)c3)o2)cc1	-8%	-14%	0	-4%	7%	-1%	9%[59 µM]	3%	37%
CCn1cc(C(=O)NCc2ccc(C)o2)c2cc(OC)c(OC)cc2c1=O	-14%	-18%	-3	-8%	8%	-12%	?	-3%	15%
Cc1ccc(-n2ncc3c2CCCC3NC(=O)c2ccccc2N2CCOCC2)cc1C (stereo not given)	-9%	-16%	1	2%	0%	-19%	nt	17%	5%
COc1cc(C2CC(=O)c3c(ccc4ccccc34)N2)ccc1O (stereo not given)	-23%	-14%	3	-4%	8%	-17%	11µM*	14%	5%
COc1ccc(C2=NN(c3nc4ccccc4s3)C(=O)/C2=C\N(C)C)cc1	3%	-15%	-6	i	-4%	-22%	9%[59 µM]	?	10%
C/C(=N/NC(=O)c1cc(Cl)ccc1O)C12CC3CC(CC(C3)C1)C2	?	-9%	-3	2%	6%	-15%	35%	13%	40%[activator]
CC1NC(=O)N(C)[C@@H]2NC(=O)N(C)C(c3ccc([N+](=O)[O-])cc3)[C@@H]12 (stereo not given in full)	1%	-13%	-2	1%	-6%	-6%	nt	-4%	37%
O=C(CNS(=O)(=O)c1ccc(Cl)cc1)OCC(=O)N1CCCc2ccccc21	-3%	-18%	-2	-4%	-7%	-9%	3%	-4%	35%
Cc1ccc(C)c(Cn2c3ccccc3c3cnn(CC(=O)NC4CCCCCC4)c(=O)c32)c1	4%	-1%	0	i	11%	-20%	1%[59 µM]	-2%	37%
CC(C)N=C(Nc1ccc(Cl)cc1)c1cccnc1	7%	-22%	3	2%	-5%	-12%	12%	5%	24%
CCN(Cc1ccccc1)C(=O)Cn1c(=O)n(-c2ccc(C)c(C)c2)c(=O)c2c(C)c(C)sc21	-21%	-8%	2	i	18%	-24%	-44%[59 µM]	9%	23%
COc1cc(CNC(=O)C2CCC(=O)N(C3CCCCCC3)C2)cc(OC)c1 (stereo not given)	0%	-10%	10	-5%	-1%	-8%	76%[activator]	5%	37%
Cc1cc(NC(=O)COC(=O)c2cccc(O)c2)no1	17%	-10%	-1	1%	?	-4%	12%	3%	37%

A stretch from the list above, as a working copy:
SMILES	BAZ2B inh	Pol eta inh	PI4K2A block	Tb PGK inh	Pin1 inhibitor	JMJD2A Tudor inh	G9a block	GLS inh	HP1b binding inh
Cc1ccc(N2C(=O)c3n[nH]c(C)c3C2c2ccccc2Cl)cc1 (stereo not given)	nt	-9%	-6	6%	1%	-15%	-42%[59 µM]	14%	26%
c1cncc(CNc2ncnc3sc4c(c23)CCCC4)c1	-13%	-19%	-21	1%	6%	-5%	-2%[59 µM]	0%	16%
CC(C)(C)c1ccc(-c2nnc(-c3ccccc3NC(=O)c3cccc(C(F)(F)F)c3)o2)cc1	-8%	-14%	0	-4%	7%	-1%	9%[59 µM]	3%	37%

Continued:
SMILES	BAZ2B inh	Pol eta inh	PI4K2A block	Tb PGK inh	Pin1 inhibitor	JMJD2A Tudor inh	G9a block	GLS inh	HP1b binding inh
CC1CCN(S(=O)(=O)c2ccc3c(c2)N(CC(=O)O)C(=O)CO3)CC1	1%	-10%	-1	i	1%	-26%	-18%[59 µM]	-5%	32%[activator]
COC(=O)C1=C(C(=O)OC)C(C(=O)OC)C(C(=O)OC)C(C(=O)OC)(C(=O)OC)C(C(=O)OC)=C1C(=O)OC (stereo not given)	nt	1%	10	2%	13%	89µM*	nt	9%	50µM*
Cc1ccc(NC(=O)c2ccco2)nc1	nt	-9%	-17	-15%	-6%	-3%	nt	-13%	23%
COc1ccc(NC(=O)Cc2ccccc2F)cc1S(=O)(=O)N1CCCCC1	0%	-9%	-4	-8%	-1%	1%	0.32µM*	-3%	43%[activator]
COc1ccc(/C=C/C(=O)Nc2cccc(N3CCOCC3)c2)cc1OC	-29%	-29%	-2	1%	-4%	-27%	-2%[59 µM]	-3%	6%
N#C/C(=C\c1cccc(Br)c1)C(=O)N1CCCCC1	2%	-11%	35	1%	5%	?	?	-18%	15%
O=C(O)C1CSC(c2coc3ccccc3c2=O)N1 (stereo not given)	50µM*	-6%	-2	-16%	?	25µM*	?	2%	?
CCCCOC(=O)C1CCCC(C)N1 (stereo not given)	-39%	-9%	7	-1%	0%	22µM*	28µM*	6%	-6%
CCOC(=O)N/N=C/c1cc(C)n(-c2cccc3ccccc23)c1C	?	-21%	-2	-10%	1%	-42%	4.5µM*	10%	?
Cc1ccc(N)cc1S(=O)(=O)N(C)C	-32%	-15%	-1	-9%	0%	-22%	-6%	-12%	37%[activator]
O=C(Nc1cccc(Cl)c1)c1ccc(OC(=S)N2CCOCC2)cc1	0%	-26%	1	-8%	-10%	-11%	-24%	5%	40%[activator]
CC(=O)Nc1nc(C)c(C(C)=O)s1	5%	-11%	1	-7%	4%	-7%	-6%[59 µM]	-10%	18%
O=C(Nc1ccccc1O)c1ccc(Cl)cc1	3%	-14%	-2	-7%	-7%	-16%	2%	24%	29%
COc1ccc(-c2c(C)c3cc(OC(=O)N4CCOCC4)ccc3oc2=O)cc1OC	-2%	-1%	2	11%	4%	-2%	1%[59 µM]	8%	22%
Cc1ccc(NC(=O)c2sc3nc(C)cc(C)c3c2N)cc1	16%	-9%	-4	i	9%	-7%	-4%	-12%	19%
C(#Cc1ccccc1)C[N+]1(CC#Cc2cccc3ccccc23)CCCC1	-29%	?	-11	-2%	-2%	-29%	?	0%	1%
COc1ccc(Cl)cc1C(=O)NCCS(=O)(=O)N1CCN(c2ccccc2F)CC1	-5%	-6%	-7	0%	-1%	-14%	-9%	0%	27%
CCNc1nc(NCC)nc(N/N=C(\C)c2ccc(OC)cc2)n1	?	-10%	-12	3%	0%	-13%	18%	11%	28%
COc1ccc(Cn2c(=O)c3cccnc3n(Cc3ccc([N+](=O)[O-])cc3)c2=O)cc1	-31%	-1%	0	-2%	1%	-6%	?	-1%	29%
CC(=O)c1ccc(NC(=O)C2CCN(S(=O)(=O)c3cccs3)CC2)cc1	-15%	-20%	-1	-1%	2%	1%	-29%	-6%	33%
O=C(CSc1nnc(-c2ccco2)n1Cc1ccco1)N1CCOCC1	nt	-4%	-3	-2%	-13%	-12%	7%[59 µM]	-1%	42%[activator]
CC(C)(C)c1cc(CSC(=S)NC2CCS(=O)(=O)C2)c(Br)c(C(C)(C)C)c1 (stereo not given)	-27%	-26%	5	i	8%	-21%	?	0%	32%
C=C(C)[C@@H]1CC=C(CN2CCC(N3CCC(C(=O)N4CCCC4)CC3)CC2)CC1	-18%	-16%	3	i	1%	-16%	1%[59 µM]	-5%	14%
C/C(=N\NC(=S)NCc1ccccc1)c1ccccc1F	?	-21%	3	3%	0%	-35%	?	0%	?
CCOc1cc(N2CCOCC2)c(OCC)cc1NC(=O)Cc1ccccc1OC	45µM*	-6%	3	-4%	2%	?	?	30%	?
Cc1ccc(S(=O)(=O)N2CCCOC2CNC(=O)C(=O)NCCc2c[nH]c3ccccc23)cc1 (stereo not given)	-32%	?	-3	0%	13%	?	1%[59 µM]	9%	-7%
COc1cccc(Cn2nnc3c(=O)[nH]c(C4CCN(C(=O)c5ccccc5Cl)CC4)nc32)c1	-7%	-12%	-5	-3%	6%	?	-31%[59 µM]	21%	-6%
C=C1CCN(CC(=O)OC)S(=O)(=O)c2ccccc21	11%	-8%	-1	-9%	1%&3%	-17%&-12%	33%[12.7 µM]	-3%	8%&55%
COc1ccc(OC)c(CNC(=O)c2c(C)oc3ncn(C)c(=O)c23)c1	6%[57.1 µM]	2%	-1	10%	2%	3%	2%[59 µM]	2%	31%
CCOC(=O)N1CCN(S(=O)(=O)c2ccc(C(=O)NNc3nc4c(C)cc(C)cc4s3)cc2)CC1	-11%	-15%	2	4%	-4%	?	45µM*	19%	5%
CCC(C)NCCOCCOc1ccc(C)cc1Br (stereo not given)	56µM*	-6%	-5	1%	6%	2.5µM*	?	9%	?
Cn1nccc1C(=O)Nc1ccc2c(c1)OCO2	-19%	4%	-27	-12%	9%	-22%	-2%	2%	26%
Cc1c(C(=O)NCCN(C)C)oc2c1-c1nn(Cc3cccc(Cl)c3)cc1CC2	-14%	3%	-2	-8%	-3%	-5%	6%[59 µM]	-5%	30%
Cc1cccc(C)c1NC(=O)c1cccnc1	-2%	1%	2	3%	3%	-1%	-1%[0.501 µM]	3%	10%
COc1ccc(-c2ccc(CCC(=O)O)n2-c2cc(Cl)ccc2O)cc1	?	-16%	-1	-10%	56%[activator]	-34%	?	18%	-3%
CC(=O)c1c(C)[nH]c(C(=O)Nc2c(C)n(C)n(-c3ccccc3)c2=O)c1C	?	-12%	0	i	-1%	-9%	?	54%[activator]	33%[activator]
COc1ccc(CCn2c(C)cc(C(=O)COC(=O)c3ccc(NC(=O)CC#N)cc3)c2C)cc1	?	79µM*	-24	-1%	?	-22%	nt	3%	-2%
Cc1ccc(/C=N/NC(=O)c2cccc(S(=O)(=O)N3CCOCC3)c2)o1	-17%	-5%	4	7%	1%	-8%	0%	8%	27%
CCOC(=O)N1CCN(C(=O)CNC(=O)c2ccccc2F)CC1	nt	-13%	6	-4%	-3%	-14%	nt	5%	12%
CCc1cccc(CC)c1-n1c(SCC(=O)N2CCc3ccccc3C2)nnc1-c1cccnc1	-36%	-25%	2	-9%	?	?	?	-7%	23%
